Tau fluor counter: counter-screen for tau fibril formation inhibitors. tau K18 P301L Alexa594 fluorescence, heparin fibrillization. AID 1463. actives 0.93% (n = 280,000). Potency, µM (doses to about 57.7 µM), for the others: at the top dose activity change, negative = decrease; also: % is scaled to controls: 0 for no effect and ±100 for the full control effect; nearly all actives have a fitted effect of over 55% in size
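Human K18 P301L tau (15 uM unlabeled plus 0.24 uM Alexa 594-labeled, final) in 100 mM sodium acetate pH 7 was mixed with compound and 20 uM heparin and incubated 6 hr at 37 C.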
Tau FP inhib: inhibitors of human tau fibril formation; P10636; K18 P301L tau heparin fibrillization, Alexa594 FP, 6 h; Potency, µM (doses to about 57.7 µM), for inactives: top-dose activity, negative = inhibition, most hits filed as inhibitors; actives 0.39% (n = 280,000); AID 1468; also: % is scaled to controls: 0 for no effect and ±100 for the full control effect; nearly all actives have a fitted effect of over 55% in size
Target sequence (P10636 561-689 P618L limits assumed): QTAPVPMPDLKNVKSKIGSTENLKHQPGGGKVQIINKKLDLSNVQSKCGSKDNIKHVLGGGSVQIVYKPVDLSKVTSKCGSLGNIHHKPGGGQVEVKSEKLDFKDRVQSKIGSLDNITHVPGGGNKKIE
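Heparin (20 uM) drove fibril formation of recombinant tau K18 P301L, 15 uM unlabeled with 0.24 uM Alexa 594 label, for 6 hr at 37 C in 100 mM sodium acetate pH 7. Fluorescence polarization (555/632 nm) read 1 hr after 30 uM ThT.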
L3MBTL1 block: L3MBTL1 (human) inhibition. Q9Y468. AlphaScreen L3MBTL1–H3K9me1 peptide binding. Potency, µM (series often up to 57.1 µM), for inactives: top-dose activity, negative = inhibition, usual class: inhibitors. actives 0.66% (n = 230,000); also: % is scaled to controls: 0 for no effect and ±100 for the full control effect; nearly all actives have a fitted effect of over 60% in size
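AlphaScreen assay: L3MBTL1 (50 nM final) was preincubated 30 min at room temperature with biotinylated H3(1-15)K9me1 peptide (75 nM final), then 30 min with library compounds; streptavidin donor and nickel chelate acceptor beads (10 ug/mL final) added, 30 min dark.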
Tau ThT inhib: tau fibrillization inhibition (ThT binding); recombinant tau K18 P301L (four-repeat tau fragment), heparin-induced fibrillization, ThT fluorescence; P10636; AID 1460; Potency, µM (series often up to 57.4 µM), without a hit: top-dose activity, negative = inhibition, hits mostly inhibitors; actives 2.1% (n = 270,000); also: % is scaled to controls: 0 for no effect and ±100 for the full control effect; nearly all actives have a fitted effect of over 55% in size
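Heparin-induced fibrillization of the P301L-mutant K18 repeat-domain fragment of human tau was followed by ThT binding in quantitative high-throughput format.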
HTT cytoprotect: protects HTT-Q103 PC12 cells, measured by ATP | PC12 HTT-Q103 induced, cytoprotection, ATP luminescence, 40 h | Potency, µM (top dose mostly 56.4 µM), for inactives: cytoprotection (ATP increase), hits mostly activators | actives 0.14% (n = 230,000);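 also: % of control where 0% means no effect; nearly all actives have a fitted effect of over 45% in size; toxic huntingtin expression switched on by the ecdysone agonist tebufenozide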
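Compounds were screened for protection of PC12 cells against cell death after tebufenozide induction (100 nM final) of mutant Huntingtin exon 1 (Q103) fused to GFP.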
RECQ1 helicase: blocks DNA unwinding by human RECQ1. Potency, µM (titrated, usually from 57.3 µM), for inactives: top-dose activity, negative = inhibition, actives largely listed as inhibitors. RECQ1 DNA unwinding, red fluorescence kinetic read. actives 0.54% (n = 240,000). AID 2549;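 also: plate controls were vehicle for no effect and no enzyme for full effect; nearly all actives have a fitted effect of over 30% in size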
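RECQ1T1 50 nM; forked duplex (20 bp + 30-nt ss tails) 200 nM, ATP 2 mM final; pH 8.0, 2 mM MgCl2, 2.5 ug/ml poly(dI-dC); 15 min compound preincubation; discontinuous kinetic read over 2 h at RT.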
TR SRC2 fluor cs: Texas Red fluorescence interference in TRb-SRC2 counter-screen | actives 0.29% (n = 280,000) | AID 1479 | Potency, µM (titrated, usually from 106 µM), for inactives: at the top dose fluorescence change, negative = quenching | TRb/SRC2 Texas Red total fluorescence interference; active = well fitted curve in either direction with a large enough effect; inconclusive = small, poorly fitted or top-dose-only effect; also: % is scaled to controls: 0 for no effect and ±100 for the full control effect
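Human TRβ ligand-binding domain (0.6 uM) and Texas Red SRC2 peptide (20 nM) in Tris buffer with 1 uM T3 and 5% DMSO were incubated with pinned compound for 5 hr at ambient temperature. Total fluorescence was computed as S + 2P (555/632 nm).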
TRb SRC2 PPI: inhibitors of human thyroid hormone receptor beta-SRC2 interaction; actives 0.065% (n = 280,000); Potency, µM (titrated, usually from 106 µM), for the others: at the top dose activity change, negative = inhibition, hits mostly inhibitors; P10828; TRbeta-SRC2 peptide binding, fluorescence polarization; receptor liganded with 1 µM T3;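 also: plate controls were bound peptide for no effect and peptide without receptor for full effect; nearly all actives have a fitted effect of over 50% in size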
Target sequence (P10828 whole entry, looked up): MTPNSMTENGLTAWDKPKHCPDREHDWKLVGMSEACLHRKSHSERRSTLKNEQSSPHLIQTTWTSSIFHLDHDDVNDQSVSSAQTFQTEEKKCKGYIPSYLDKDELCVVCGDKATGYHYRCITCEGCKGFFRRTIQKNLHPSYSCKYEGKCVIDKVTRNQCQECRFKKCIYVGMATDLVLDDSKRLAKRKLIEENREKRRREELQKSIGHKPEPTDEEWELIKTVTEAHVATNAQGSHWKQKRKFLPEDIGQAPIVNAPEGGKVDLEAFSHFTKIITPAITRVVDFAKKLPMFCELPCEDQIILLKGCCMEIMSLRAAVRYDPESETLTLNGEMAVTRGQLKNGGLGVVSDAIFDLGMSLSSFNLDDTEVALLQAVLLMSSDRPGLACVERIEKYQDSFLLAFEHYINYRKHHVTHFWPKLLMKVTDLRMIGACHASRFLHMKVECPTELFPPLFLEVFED
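Binding of a 20-amino-acid Texas Red SRC2 peptide (20 nM) to TRb ligand-binding domain (0.6 uM) with agonist T3 at 1 uM was followed by fluorescence polarization after a 5 hr room-temperature incubation.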
Numbers without * were called inactive; i = inactive; ? = inconclusive; · = not tested or not shown; & = joins results of further samples; [ ] = dose if it differs, or a comment. Unless noted, calls follow the shape of the dose curve; as a rule, active = well fitted curve in the direction sought with a large enough effect; inconclusive = small, poorly fitted or top-dose-only effect, or another doubt; inactive = no such curve, though single readings can be large; an effect the other way counts as inactive or inconclusive. Potency is read from the fitted curve at half-maximal effect. Only part of the results is shown; rates above refer to the full screens.

SMILES	Tau fluor counter	Tau FP inhib	L3MBTL1 block	Tau ThT inhib	HTT cytoprotect	RECQ1 helicase	TR SRC2 fluor cs	TRb SRC2 PPI
Cc1[nH]n(C(N)=S)c(=O)c1N=Nc1ccc(S(=O)(=O)N2CCCCCC2)cc1	-26%	7%	·	25µM*	-1%	i	-11%	-8%
COc1ccccc1NS(=O)(=O)c1cc(NC(=O)CCC2CCCC2)ccc1N1CCOCC1	-29%	-11%	?	-4%	-8%	-11%	1%	5%
c1ccc(CCC2CCCCN2Cc2nc(C3CC3)no2)cc1 (configuration not stated)	-12%	-4%	26%	-9%	10%[10 µM]	-7%	0%	1%
Cc1sc2ncnc(NC3CCN(Cc4ccccc4)CC3)c2c1C	0%	6%	-9%	-2%	2%[10 µM]	i	-2%	-3%
O=C(c1ccccc1)c1ncc(C(F)(F)F)cc1Cl	-6%	-5%	-7%	-6%	10%[10 µM]	-6%	-3%	-2%
COC(=O)CN1C(=O)N/C(=C/c2ccccc2OC)C1=O	2%	6%	-14%	5%	-14%	i	2%	-6%
C/C(=N\Nc1ccc(F)cc1F)c1ccc(F)cc1	-12%	3%	2%	?	5%	-11%	-2%	-2%
CC(C)[C@@H](CC(=O)N[C@@H]1CCNC[C@H]1C(=O)N[C@H](CC(=O)N[C@@H](CCC(=O)O)CC(=O)O)Cc1c[nH]c2ccccc12)NC(=O)C[C@H](CO)NC(=O)[C@@H]1CNCC[C@H]1N	-6%	0%	·	-16%	?	9%	1%	-1%
Cc1cc(C)cc(OCC(=O)NCC2CCCO2)c1 (configuration not stated)	-5%	-4%	-3%	-3%	5%	0%	-2%	-2%
CCOC(=O)C1=NN(C(=O)c2ccc(OC)cc2)C(O)(c2ccc(Cl)cc2)C1 (configuration not stated)	-9%	8%	-13%	?	·	1%	-1%	-8%
CCc1nccn1CCC(=O)N1CCc2c([nH]c3ccccc23)C1CC(C)C (configuration not stated)	-5%	8%	-24%	1%	24%[10 µM]	i	2%	-2%
C=C(C)C1Cc2c(C)nn(-c3ccccc3)c2C1 (configuration not stated)	-12%	-4%	11%	-17%	-11%	0%	-4%	2%
C=CCN(Cc1nc(-c2cc(OC)c3c(c2)OCO3)oc1C)C1CCS(=O)(=O)C1 (configuration not stated)	-6%	-3%	-5%	-3%	10%[10 µM]	i	-2%[53 µM]	4%[53 µM]
CCN(CC)S(=O)(=O)c1ccc(NS(=O)(=O)c2ccc(OC)c([N+](=O)[O-])c2)cc1	-11%	0%	2%	-5%	13%[10 µM]	-3%	0%	-6%
COC(=O)C1C(=O)C2=C(CC1C)NC(C)=C(C(=O)OC1CCCC1)C2c1ccc(N(C)C)cc1 (configuration not stated)	?	5%	?	-16%	-11%	-2%	-2%	1%
O=C(C1CCCO1)N1CCN(C(=S)Nc2ccc(F)cc2)CC1 (configuration not stated)	1%	0%	0%	3%	23%[10 µM]	i	0%	-5%
CCOc1ccccc1NC(=O)C(=O)N/N=C/c1ccc([N+](=O)[O-])cc1	-18%	-6%	8%	-15%	·	15%	-2%	1%
CN1c2ccccc2C(C)(C)C12CC(c1cccc(S(=O)(=O)N3CCCC3)c1)=NO2 (configuration not stated)	-17%	3%	-5%	-5%	10%[10 µM]	4%	-2%[53 µM]	2%[53 µM]
CCN1CCc2c(sc(N)c2C#N)C1	-9%	-9%	-2%	?	0%[10 µM]	9%	6%	0%
Nc1ncnc2c1nc(Br)n2[C@@H]1O[C@H]2COP(=O)(O)O[C@@H]2[C@@H]1O	-2%	-5%	·	3%	7%	-5%&15%	-5%&0%	-3%&4%
CCn1c(/C=C/c2ccccc2)nc2ccccc21	-22%	-7%	9%	?	-102%[inhibitor]	-6%	-2%	-1%
COC(=O)C1=C(C)N(Cc2ccccc2)C2=C3C(=O)N(c4ccccc4)C(=O)C3[C@@](O)(C(=O)OC)C(=O)N2C1c1ccccc1 (some centres not stated)	-10%&-4%[11.6 µM]	-2%&-2%[11.6 µM]	·	-1%&-7%[11.5 µM]	-5%&-16%[10 µM]	3%&-11%[11.5 µM]	-1%&-2%[11.2 µM]	-2%&-1%[11.2 µM]
O=C(Cc1sc(-c2ccccc2Cl)nc1-c1ccccc1)Nc1ccccc1	-17%	-11%	·	-7%	-23%	-13%	-1%	2%
Cc1ccc(COc2ccc(C(=O)NN)cc2)cc1	-2%	5%	-12%	?	-53%[inhibitor]	22%	-4%	-5%
C=CCn1c(SCC(=O)Nc2cccnc2Cl)nnc1-c1ccc(C(C)(C)C)cc1	-5%	0%	-6%	-4%	-6%[10 µM]	-7%	-5%	-2%

Four records picked at random from the list so far, as already listed:
SMILES	Tau fluor counter	Tau FP inhib	L3MBTL1 block	Tau ThT inhib	HTT cytoprotect	RECQ1 helicase	TR SRC2 fluor cs	TRb SRC2 PPI
Cc1[nH]n(C(N)=S)c(=O)c1N=Nc1ccc(S(=O)(=O)N2CCCCCC2)cc1	-26%	7%	·	25µM*	-1%	i	-11%	-8%
CC(C)[C@@H](CC(=O)N[C@@H]1CCNC[C@H]1C(=O)N[C@H](CC(=O)N[C@@H](CCC(=O)O)CC(=O)O)Cc1c[nH]c2ccccc12)NC(=O)C[C@H](CO)NC(=O)[C@@H]1CNCC[C@H]1N	-6%	0%	·	-16%	?	9%	1%	-1%
Cc1ccc(COc2ccc(C(=O)NN)cc2)cc1	-2%	5%	-12%	?	-53%[inhibitor]	22%	-4%	-5%
COc1ccccc1NS(=O)(=O)c1cc(NC(=O)CCC2CCCC2)ccc1N1CCOCC1	-29%	-11%	?	-4%	-8%	-11%	1%	5%

(listing goes on)
SMILES	Tau fluor counter	Tau FP inhib	L3MBTL1 block	Tau ThT inhib	HTT cytoprotect	RECQ1 helicase	TR SRC2 fluor cs	TRb SRC2 PPI
COCCN(C(=S)Nc1cccc(C)c1)C(C)c1cccs1 (configuration not stated)	-13%	-4%	6%	-5%	40%[10 µM]	0%	1%	-6%
CCOC(=O)c1ccc(Oc2cc(C)nc(Cl)n2)cc1	0%	-3%	12%	-2%	8%[10 µM]	0%	-3%	0%
Cn1c(NC(=O)/C=C/c2ccccc2)cc(=O)n(C)c1=O	3%	11%	-5%	8%	?	-3%	0%	10%
C/C(Cn1cnc([N+](=O)[O-])n1)=N/NC(=O)COc1c(Cl)cc(Cl)cc1Cl	-11%	2%	9%	-8%	8%[10 µM]	-1%	-2%	-1%
CCCCOc1ccc(C(=O)NCC2(c3ccccc3)CCOCC2)cc1	-2%	5%	2%	-9%	-39%[inhibitor]	-17%	6%	0%
Cc1ccc2ncc3c(-c4ccc(F)cc4)nn(CC(=O)Nc4ccccc4C)c3c2c1	-8%	-2%	·	-7%	·	·	4%	5%
Cc1c(C(=O)N(Cc2ccc(Cl)cc2)CC2CCCO2)oc2ccc(F)cc12 (configuration not stated)	-16%	3%	·	-12%	·	·	3%	-3%
Cc1c(NC(=O)c2cc(-c3ccco3)on2)c(=O)n(-c2ccccc2)n1C	1%	-10%	?	3%	-5%	i	1%	-6%
O=C(Cn1c(=O)nc(-c2ccccc2)c2ccccc21)NCc1ccc(F)cc1	-8%	-6%	·	1%	·	·	-2%	-1%
O=C(Nc1nc2c(s1)CCc1ccccc1-2)c1cccs1	?	-14%	6%	?	-36%[inhibitor][10 µM]	-15%	1%	7%
CCCNC(=O)NC1CCCc2ccccc21 (configuration not stated)	5%	-5%	0%	2%	17%	-5%	0%	-12%
CCOC(=O)N1CCN(C(=O)C2CCCN(S(=O)(=O)c3ccc(C)cc3)C2)CC1 (configuration not stated)	-7%	-4%	·	-4%	5%	-17%	-1%	9%
CC(=O)CCc1oc2ccc(NC(C)=O)cc2c1-c1ccc(C)o1	-14%	3%	0%	?	-12%	i	-2%	5%
CCOC(=O)c1cc(S(=O)(=O)N2CCN(C(=O)OCC)CC2)cn1C	-2%	-3%	0%	-10%	-10%	-4%	2%	-3%

Part of the list above in order of length of the SMILES, low to high:
SMILES	Tau fluor counter	Tau FP inhib	L3MBTL1 block	Tau ThT inhib	HTT cytoprotect	RECQ1 helicase	TR SRC2 fluor cs	TRb SRC2 PPI
CCCNC(=O)NC1CCCc2ccccc21 (configuration not stated)	5%	-5%	0%	2%	17%	-5%	0%	-12%
CCOC(=O)c1ccc(Oc2cc(C)nc(Cl)n2)cc1	0%	-3%	12%	-2%	8%[10 µM]	0%	-3%	0%
CCCCOc1ccc(C(=O)NCC2(c3ccccc3)CCOCC2)cc1	-2%	5%	2%	-9%	-39%[inhibitor]	-17%	6%	0%
CCOC(=O)C1=NN(C(=O)c2ccc(OC)cc2)C(O)(c2ccc(Cl)cc2)C1 (configuration not stated)	-9%	8%	-13%	?	·	1%	-1%	-8%
CCN(CC)S(=O)(=O)c1ccc(NS(=O)(=O)c2ccc(OC)c([N+](=O)[O-])c2)cc1	-11%	0%	2%	-5%	13%[10 µM]	-3%	0%	-6%

Compound activity deposited in PubChem by National Center for Advancing Translational Sciences (NCATS).
